NR1D1 modulator = modulators of Rev-erb alpha DNA binding, primary screen, biochemical, FITC-DNA, fluorescence polarization, uHTS | Nuclear receptor subfamily 1 group D member 1 (Homo sapiens), P20393 | Rev-erbα–FITC-DNA binding, 90 min | activity, % at 10 µM | 370,000 tested, 0.79% active;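 active = activity above about 14%, limit read from the data; passing the limit was not always enough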;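 also: 0% = DMSO wells with 35 nM protein and 100% = DMSO wells with 750 nM protein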
* hit, by the source's call. This is a subset, so the mix of outcomes need not match the whole.

SMILES	NR1D1 modulator
Nc1c2ccccc2nc2ccccc12 (tested in a mixture with another compound)	-11
Cc1ccc2nc(N)[nH]c(=O)c2c1Sc1ccncc1	5
Cc1cc2c(cc1CC(=O)c1sccc1S(=O)(=O)Nc1onc(C)c1Cl)OCO2	-8
CNC1CCCN(c2c(F)cc3c(=O)c(C(=O)O)cn(C4CC4)c3c2OC)C1 (centres undefined)	-2
CCCC[C@@H](CC)COC(=O)c1ccccc1O	2
CCCCCCCCCCCCCCCCCC(=O)O	-2
O=C(CS(=O)Cc1ccco1)NC/C=C\COc1cc(CN2CCCCC2)ccn1 (centres undefined)	-4
COc1c(O)cc2c(c1O)[C@H]1O[C@H](CO)[C@@H](O)[C@H](O)[C@@H]1OC2=O	-4
CC(=O)Nc1ccc(S(=O)(=O)Nc2cc(C)on2)cc1	0
CCCCCCc1ccc(O)cc1O	0
COc1ccccc1OCCNCC(O)COc1cccc2[nH]c3ccccc3c12 (centres undefined)	0
CC[C@@]1(O)C(=O)OCc2c1cc1n(c2=O)Cc2c-1nc1cc(F)c(C)c3c1c2[C@@H](N)CC3	-3
C#C[C@]1(O)CCC2C3CCC4=CC(=O)CC[C@@H]4C3CC[C@@]21CC (some centres undefined)	-3
CCCCCC(=O)O[C@]1(C(C)=O)CCC2C3CCC4=CC(=O)CC[C@]4(C)C3CC[C@@]21C (some centres undefined)	-5
NCCNC(=O)c1ccc(Cl)cn1	-3
NCCCC[C@H](N)C(=O)O	-1
CCCOC(C(=O)OC1CCN(C)CC1)(c1ccccc1)c1ccccc1	4

Shown in markdown: entries from further up
| compound | NR1D1 modulator |
| --- | --- |
| Cc1cc2c(cc1CC(=O)c1sccc1S(=O)(=O)Nc1onc(C)c1Cl)OCO2 | -8 |
| CC[C@@]1(O)C(=O)OCc2c1cc1n(c2=O)Cc2c-1nc1cc(F)c(C)c3c1c2[C@@H](N)CC3 | -3 |

Sorted by heavy-atom count (low to high): 6 of the compounds above
SMILES	NR1D1 modulator
NCCNC(=O)c1ccc(Cl)cn1	-3
CCCC[C@@H](CC)COC(=O)c1ccccc1O	2
CCCCCCCCCCCCCCCCCC(=O)O	-2
COc1c(O)cc2c(c1O)[C@H]1O[C@H](CO)[C@@H](O)[C@H](O)[C@@H]1OC2=O	-4
COc1ccccc1OCCNCC(O)COc1cccc2[nH]c3ccccc3c12 (centres undefined)	0
CC[C@@]1(O)C(=O)OCc2c1cc1n(c2=O)Cc2c-1nc1cc(F)c(C)c3c1c2[C@@H](N)CC3	-3
